TbREL1 primary – TbREL1 RNA ligase inhibitors, primary screen, biochemical, FRET fluorescence. TbREL1 RNA ligation. inhibition, % at 9.66 µM. actives 0.49% (n = 89,000). AID 1117264, 2014;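 active = inhibition above the mean inhibition across all screened compounds plus 3 SD, cut at about 11% in these data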;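 note: 0% = plate median of test wells and 100% = NSC42067 control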
Target sequence (P86926 whole entry, looked up): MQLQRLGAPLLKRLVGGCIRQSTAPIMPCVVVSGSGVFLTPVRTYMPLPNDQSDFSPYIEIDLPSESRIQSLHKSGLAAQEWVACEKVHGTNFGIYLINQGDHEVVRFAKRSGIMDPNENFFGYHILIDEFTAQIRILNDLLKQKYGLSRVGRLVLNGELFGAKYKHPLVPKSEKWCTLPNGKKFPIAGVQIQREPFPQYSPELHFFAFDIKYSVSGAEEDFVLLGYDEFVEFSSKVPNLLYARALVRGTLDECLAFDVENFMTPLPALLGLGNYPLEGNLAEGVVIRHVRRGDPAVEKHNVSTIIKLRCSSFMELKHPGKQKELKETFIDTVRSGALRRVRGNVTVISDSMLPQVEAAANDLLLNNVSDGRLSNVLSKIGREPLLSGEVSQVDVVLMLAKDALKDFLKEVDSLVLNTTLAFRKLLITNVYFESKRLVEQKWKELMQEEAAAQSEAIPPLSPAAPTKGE
Active calls of the source: *. The list is partial; count on the stated rates, not on these rows.

TbREL1 primary	canonical_smiles
4	O=C(NCc1cccs1)C1CCCN(C(=O)Nc2ccc(F)cc2)C1 (configuration not stated)
-4	Cc1cnc(C(=O)Nc2ccc(C(=O)N3CCCCC3)cc2)cn1
-1	CCOc1ccc(-c2nnc(N3CCCCC3)c3ccccc23)cc1
-2	COc1cccc(N(C(=O)Cn2nnc(-c3ccc(F)cc3)n2)C(C(=O)NCC2CCCO2)c2ccc(Cl)cc2)c1 (configuration not stated)
-1	Cn1cc(C(=O)C(=O)NC2CCCCC2)c2ccccc21
-2	Cc1ccc(OCCC(=O)Nc2ccc(S(=O)(=O)Nc3nccs3)cc2)cc1
2	O=C(c1cccc(Cl)c1)N1CCN(Cc2ccncc2)CC1
-2	Cc1ccc(/C=C/C(=O)OC(C)C(=O)Nc2ccc(Cl)cn2)o1 (configuration not stated)
7	O=C(NCc1ccccc1)NS(=O)(=O)c1ccccc1Cl
1	Cc1cc(C(=O)Nc2c(C)nn(Cc3ccccc3)c2C)on1
-3	CN(CCC1CCOCC1)C(=O)CC1C(=O)NCCN1Cc1cccc(F)c1 (configuration not stated)
6	O=C(NCC1CCCN1S(=O)(=O)c1cccs1)c1ccc(F)cc1 (configuration not stated)
0	Cn1c(-c2ccccc2)cnc1NCc1cc2c(cc1[N+](=O)[O-])OCO2
3	Clc1cccc(Cc2nn[nH]n2)c1
3	CCOC(=O)[C@@]12CCC3=C1N(CCC3)C(=O)[C@H](CC(=O)NCc1cccs1)C2
1	C#CCN(Cc1ccco1)C(=O)c1ccc(OC2CCN(Cc3ccccn3)CC2)cc1
-1	Cc1ccccc1NC(=O)CN1CCN(c2nc(-c3ccccc3)cs2)CC1
-1	COc1cc(C)ccc1OCCOCCOc1cccc2ccc(C)nc12
1	O=C(C1CCN(C2CCN(Cc3ccc4c(c3)CCO4)CC2)CC1)N1CCCC1
-1	O=C1CN(C(=O)c2ccc3nc(Cc4cccc(Cl)c4)oc3c2)CCN1
0	O=[N+]([O-])c1ccc2[nH]c(O)c(N=NC3CCS(=O)(=O)C3)c2c1 (configuration not stated)
10	O=C(O)c1ccccc1OCc1ccccc1Cl
1	CC(=O)Nc1scc(C)c1-c1nc2ccccc2s1
-2	COC(=O)Nc1snnc1C
-4	CC(=O)NCCCc1nc2ccccc2n1Cc1ccccc1F
-1	CCOc1ccc(S(=O)(=O)NCc2cccnc2)cc1NC(=O)c1ccccc1
5	Cc1nc(-c2ccc(F)cc2)c(CC(=O)N(C)CC(=O)Nc2ccccc2C(F)(F)F)s1
1	COc1cc(/C=N/NC(N)=S)ccc1OCC(=O)Nc1ccc(C)cc1
1	COc1ccc(CC(=O)OCC(=O)NCCc2ccccc2)cc1OC
-1	O=C(Cc1ccccc1)NN1C(=O)C2C3C=CC(C4CC34)C2C1=O (configuration not stated)
3	CCn1c(=O)c(C(C)=O)nc2ccccc21
-4	CC1CCc2c(sc3nc(CN4CCOCC4)nc(Sc4ccccc4)c23)C1 (configuration not stated)
0	COc1ccc(C2=Nn3c(nnc3-c3ccccc3F)SC2)cc1OC1CCCC1
3	O=C(CCCCCCN1C(=O)c2ccccc2C1=O)N1CCC(c2ccccc2)C1 (configuration not stated)
2	Cc1cc(NC(=O)c2ccccc2C)ccc1NC(=O)c1ccccc1Cl
1	CC(C)CC1(C)NC(=O)N(CC(=O)N2C(C)CCCC2C)C1=O (configuration not stated)
-3	Cc1ccc(N(C(=O)CCC(=O)Nc2cc(C)on2)C(C(=O)NC2CCCC2)c2cccs2)cc1 (configuration not stated)
-3	Cc1ccc2[nH]c(=O)c(-c3nc4ccccn4c3NCc3ccco3)cc2c1
-2	CCOc1ccc(NC(=O)CC2C(=O)N(c3ccc(OC)cc3)C(=O)N2CCc2cccs2)cc1 (configuration not stated)
-2	Cc1ccc(C)c(NC(=O)Cn2nc(C(F)(F)F)cc2C2CC2)c1

Five entries from above, sorted by the number in TbREL1 primary, falling:
TbREL1 primary	canonical_smiles
3	O=C(CCCCCCN1C(=O)c2ccccc2C1=O)N1CCC(c2ccccc2)C1 (configuration not stated)
1	CC(C)CC1(C)NC(=O)N(CC(=O)N2C(C)CCCC2C)C1=O (configuration not stated)
0	COc1ccc(C2=Nn3c(nnc3-c3ccccc3F)SC2)cc1OC1CCCC1
-2	Cc1ccc(C)c(NC(=O)Cn2nc(C(F)(F)F)cc2C2CC2)c1
-3	Cc1ccc(N(C(=O)CCC(=O)Nc2cc(C)on2)C(C(=O)NC2CCCC2)c2cccs2)cc1 (configuration not stated)

(cont.)
TbREL1 primary	canonical_smiles
-10	Cc1ccc(N2CC(C(=O)Nc3ccc(N(C)C)cc3)CC2=O)cc1C (configuration not stated)
6	COc1ccccc1CC(Cc1nc2ccccc2[nH]1)c1nc2ccccc2[nH]1 (configuration not stated)
0	CN(Cc1ccccc1)Cc1ccccc1C(O)c1ccccc1 (configuration not stated)
-4	CC(=O)c1cccc(-c2csc3ncnc(Sc4nnnn4C)c23)c1
-2	Cc1cc(S(=O)(=O)N2CCOCC2)ccc1OCC(=O)Nc1ccc(F)cc1
1	COc1ccc([C@H]2/C=C\CN(S(=O)(=O)/C=C/c3ccccc3)[C@@H](C)C(=O)N2Cc2ccc(F)cc2)cc1
-5	Cc1c(C)n(CC(O)CN2CCCCCC2)c2ccccc12 (configuration not stated)
1	COc1ccc(-c2nnc(SCC(=O)NN=C(C)c3cccc4ccccc34)n2-c2ccc(C)cc2)cc1
2	CC(=O)c1c(C)[nH]c(C(=O)COC(=O)COc2ccccc2F)c1C
3	CC1(C)CC2CC(C)(CN2C(=O)C23CCC(C)(C(=O)C2)C3(C)C)C1 (configuration not stated)
3	CCOC(=O)C(NS(=O)(=O)c1ccccc1)(C(F)(F)F)P(=O)(OCC(C)C)OCC(C)C (configuration not stated)
-3	O=C(COc1ccc(S(=O)(=O)N2CCCC2)cc1Cl)NCc1cccnc1
0	CCOC(=O)c1sc(N2C(=O)C(O)=C(C(=O)c3ccc(C)o3)C2c2ccc(OC)c(OC)c2)nc1C (configuration not stated)
-1	CCC(C)NC(=O)CSc1nc2c(sc(=S)n2Cc2ccco2)c(=O)n1-c1ccccc1 (configuration not stated)
-4	CCOC(=O)C1(C)CCCN(C(=O)c2ccc3ccccc3c2)C1 (configuration not stated)
2	CC(C)=CCN1CCN(C/C(Cl)=C/c2ccccc2)CC1CCO (configuration not stated)
1	CCC(CC)c1nnc(NC(=O)C2CC(=O)N(CCc3ccc(F)cc3)C2)s1 (configuration not stated)
0	CCOC(=O)c1ccc(N2C(=O)c3n[nH]c(-c4ccco4)c3C2c2ccc([N+](=O)[O-])cc2)cc1 (configuration not stated)
4	O=C(c1ccccc1)N(C(=O)c1ccccc1)c1ncnc2c1C(c1ccccc1)c1c(ccc3ccccc13)O2 (configuration not stated)
-2	Cc1ccc(NC(=O)CN(C)C(=O)c2ccc(OCc3cn4ccccc4n3)cc2)cc1
6	CCCC(=O)c1c[nH]c(C(=O)NCCc2ccccn2)c1
6	O=C(COc1ccc(Cl)cc1)Nc1nnc(-c2ccc3c(c2)CCCC3)o1
0	CCc1nc(SCC(=O)Nc2nnc(CC(C)C)s2)n[nH]1
6	CC(C)[C@@H](C(=O)OCC(=O)Nc1ccc2c(c1)OCO2)N1C(=O)c2ccccc2C1=O

Reprinted at random: 2 records from the list.
TbREL1 primary	canonical_smiles
0	CCOC(=O)c1ccc(N2C(=O)c3n[nH]c(-c4ccco4)c3C2c2ccc([N+](=O)[O-])cc2)cc1 (configuration not stated)
6	CC(C)[C@@H](C(=O)OCC(=O)Nc1ccc2c(c1)OCO2)N1C(=O)c2ccccc2C1=O

(list continues)
TbREL1 primary	canonical_smiles
1	CCOc1ncccc1C(=O)Nc1ccc(S(=O)(=O)N2CCCC2)cc1
-7	Cc1ccc(CNC(=O)c2cc3c(-c4ccc(Cl)cc4)nn(C)c3s2)o1
1	Cc1nn(-c2ccccc2)c(C)c1/C=N\N1CCN(Cc2ccccc2Cl)CC1
-5	COc1cc2ccc(=O)oc2c(O[C@@H]2O[C@H](CO)[C@@H](O)[C@H](O)[C@H]2O)c1O
2	COc1ccc(OCc2nnc(SCC(=O)Nc3oc(C)c4c(C)n[nH]c(=O)c34)n2C)cc1
-4	CC(C)(C)NC(=O)NC(=O)CSc1ccc(S(=O)(=O)N2CCCCC2)cn1
1	Cc1cc(C)cc(C(=O)N2CCN(c3ccccn3)CC2)c1
-2	CC(C)N(Cc1nc(-c2ccc(Cl)cc2)no1)C(=O)c1cccs1
-1	CC1CCN(c2ccc(C(=O)O)cc2NS(=O)(=O)c2cccc3cccnc23)CC1
5	CC1CC(C)CN(C(=O)CSc2nnc(-c3ccc(F)cc3)o2)C1 (configuration not stated)
4	Cc1cc(C(=O)OCC(=O)Nc2cc(C)on2)c2ccccc2n1
-3	Cc1ccc(S(=O)(=O)N2CCOCC2)cc1NC(=O)COc1ncnc2ccccc12
-5	O=C1C(=Cc2cccn2-c2ccccc2)C(=O)c2ccccc21
-1	Cc1cccc(NS(=O)(=O)c2ccc(C)c(C(=O)N(C)C)c2)c1
-2	CN(C)S(=O)(=O)n1cc(/C=C(\NC(=O)c2ccccc2F)C(=O)NCCN2CCOCC2)c2ccccc21
1	Cc1noc(NS(=O)(=O)c2ccc(NC(=O)CSc3ncccn3)cc2)c1C

Ordered by number of heavy atoms (smallest number first): some entries from above
TbREL1 primary	canonical_smiles
-5	O=C1C(=Cc2cccn2-c2ccccc2)C(=O)c2ccccc21
5	CC1CC(C)CN(C(=O)CSc2nnc(-c3ccc(F)cc3)o2)C1 (configuration not stated)
-1	CC1CCN(c2ccc(C(=O)O)cc2NS(=O)(=O)c2cccc3cccnc23)CC1
-3	Cc1ccc(S(=O)(=O)N2CCOCC2)cc1NC(=O)COc1ncnc2ccccc12

Further entries follow.
TbREL1 primary	canonical_smiles
-2	CCOc1ccc(C(=O)Cc2ccc3oc(C(=O)O)cc3c2)c(O)c1
2	Cc1csc(NC(=O)CCC(=O)c2cccs2)n1
-3	CN1CCN(C(=O)c2sc(=S)n(-c3ccccc3)c2N)CC1
1	Nc1ccc(Oc2c(Cl)cccc2Cl)nc1
0	COc1c(Cl)cc(Br)c(OC)c1C(=O)NC(=O)Nc1nc(C)cc(C)n1
1	COc1ccc(Cl)cc1NC(=O)C(=O)NC1CCCCCC1
-6	S=C(Nc1ccccc1)N1CCc2ccccc21
8	CCOc1cc(S(=O)(=O)n2ccnc2)ccc1Cl
-2	CC(=O)c1ccc(N(C)C)cc1
-7	COc1cc(NC(=O)C/C(C)=N/NC(=O)C2CCCCC2)c(OC)cc1Cl
1	CCn1c(=O)c2cc(C(=O)Nc3ccccc3OC)sc2c2ccccc21
-1	CCC(=O)Nc1cccc(C2=NOC3(C2)C[C@@H](C(N)=O)N(C(=O)c2cc([N+](=O)[O-])cc([N+](=O)[O-])c2)C3)c1 (some centres not stated)
1	CN(Cc1cccs1)C(=O)c1cccc(S(=O)(=O)N2CCCCCC2)c1
-2	CN(Cc1ccccc1)C(=O)OCc1cn(Cc2ccccc2C(F)(F)F)nn1
-1	Cc1ccc(/S(C)=N/S(=O)(=O)c2ccc(C)cc2)cc1 (configuration not stated)
3	O=C(c1ccc2c(c1)OCCCO2)c1cccs1
0	O=C(COc1ccccc1[N+](=O)[O-])N/N=C/c1ccc(O)cc1
9	CC1CCC(NC(=O)C2CC(O)CN2S(=O)(=O)c2ccc([N+](=O)[O-])cc2)CC1 (configuration not stated)
2	CC(C)CCNC(=O)c1cnn2c(C(F)(F)F)cc(-c3ccco3)nc12
3	COc1ccc2oc(C(=O)NCC(Cc3ccccc3)N(C)C)c(C)c2c1 (configuration not stated)
9	COc1ccc(NC(=O)C2CC2)cc1NS(=O)(=O)c1ccc(F)cc1
1	Brc1ccccc1-c1nnc(SCc2nc3ccccc3s2)o1
-1	Cn1c(COc2ccc(Cl)cc2Cl)nnc1SCC(=O)NCC1CCCO1 (configuration not stated)
0	COC(=O)c1c(S(=O)(=O)N2CCOCC2)c(C)n(C)c1C
-2	Cc1cccc(N2C(=O)CC(c3ccc(F)cc3)C3=C2COC3=O)c1 (configuration not stated)
7	Cc1ccc(OCCN2C(=O)C(=O)c3cccc(C)c32)cc1
-2	CC(C)[C@H](NC(=O)C1CC1)C(=O)N1CCC[C@H]1C(=O)NCc1ccccc1
-3	CC(C)C(NS(=O)(=O)c1cccc(C(F)(F)F)c1)C(=O)N1CCc2ccccc2C1 (configuration not stated)
-1	CCOC(=O)c1oc2ccccc2c1NC(=O)COC
-8	CCOc1ccc(CCN2C(=S)N([C@@H](CC(C)C)CN3CCCC3CN3C(=S)NC[C@@H]3Cc3ccc(O)cc3)C[C@@H]2CC(C)C)cc1 (some centres not stated)
1	CCOc1ccc(S(=O)(=O)N2CCC(C(=O)NCc3ccncc3)CC2)cc1C
0	Cc1c(C)c2cc(Cl)c(OCc3nn[nH]n3)cc2oc1=O
5	CCOC(=O)C(C(=O)OCC)[C@@H]1CS(=O)(=O)C[C@H]1C(C(=O)OCC)C(=O)OCC
1	COC(=O)c1ccncc1N
7	Cc1ccc(C(=O)NCC(=O)Nc2cc(C)ccn2)cc1
1	Nc1nc(-c2ccc(Cl)cc2)cs1
2	O=C(NCc1ccccc1)N(Cc1cc2cc3c(cc2[nH]c1=O)OCO3)CC1CCCO1 (configuration not stated)
-2	O=S(=O)(NCC(c1ccco1)N1CCN(c2ccccc2F)CC1)c1ccc(F)cc1 (configuration not stated)
0	COc1ccc(NC(=O)CCCOc2ccc(C)cc2)cc1S(=O)(=O)N1CCCCC1
5	CC(C)(C)c1nnc(N/N=C/c2ccccc2O)n(N)c1=O
-1	O=S(=O)(c1ccc2c(c1)OCCO2)N1CCc2ccccc21
2	O=C(Cn1ccc2ccccc2c1=O)NCC1COc2ccccc2O1 (configuration not stated)
1	O=C1CC(c2ccccc2)C(C(=O)O)N1 (configuration not stated)
2	CCn1c(C(c2ccccc2)c2ccccc2)n[nH]c1=S
1	Nc1ncnc2c1ncn2[C@@H]1O[C@H](CNCc2ccc(-c3cc(C(F)(F)F)ccc3Cl)o2)[C@@H](O)[C@H]1O

Source: PubChem BioAssay (The Scripps Research Institute Molecular Screening Center)
